# Assay outcomes (PubChem)
# Epigenetic reg: epigenetic control regulation, reporter derepression. murine LDR cells, GFP reporter derepression, 30 h. Potency, µM (highest dose often 53.9 µM), inactives show at the highest dose GFP activation, most hits filed as activators. 0.2% of 280,000 active; active = well fitted activation curve with a large enough effect; inconclusive = small, poorly fitted or top-dose-only effect; also: % of control where 0% means no effect; nearly all actives have a fitted effect of over 60% in size
#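 Readout is the number of GFP-expressing murine LDR cells, counted by cytometry following washing. Cells were treated with compound for 30 h at 37 C; the stably integrated CMV-GFP locus is normally silent.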
# Numbers without * were called inactive; u = inconclusive. Potency is read from the fitted curve at half-maximal effect. These rows are one share of the data, so the mix of outcomes need not match the whole.
Structure,Epigenetic reg
CCOc1ccc(C(=O)c2cn(CC(=O)Nc3ccc(Cl)cc3)c3cc4c(cc3c2=O)OCCO4)cc1,2.4%
CC(C)(C)C(=O)NCCc1nc2ccccc2n1CCCCOc1ccccc1,1.9%
O=C(c1cccn1-c1nnc(N2CCCC2)s1)N1CCN(c2ccc(Cl)cc2)CC1,2.4%
O=C(NCc1ccccc1Cl)c1cnc2sc(N3CCOCC3)nn2c1=O,-2.6%
COc1cc(/C=C(\C#N)c2nc3ccccc3[nH]2)ccc1OCc1ccc(F)cc1,u
O=S(=O)(Nc1cccc(C(F)(F)F)c1)c1ccc(-c2cnc(C3CC3)o2)cc1,-4.7%
CCOC(=O)c1cnc2cc(C(F)(F)F)ccc2c1Nc1ccc(F)cc1F,-1.1%
O=C(Nc1ccc(Cl)cc1)C1CCN(S(=O)(=O)c2ccc(Br)s2)CC1,10.0%
CCOc1ccc(CNC(=O)c2cc3c(s2)-c2ccccc2OC3)cc1,2.4%
CCCN(C(=O)c1cn(C)c(=O)c2ccccc12)c1ccccc1C,-0.6%
Cc1ccc(C)c(S(=O)(=O)Nc2ccc3c(c2)CCCN3C(=O)c2cccs2)c1,-3.5%
COc1ccc(NC(=O)Cn2c(=O)c3ccccc3n3nncc23)c(OC)c1,-3.1%
CCCCc1nn2c(=O)cc(COC(=O)c3ccco3)nc2s1,0.0%
CCCn1c(NCc2ccccc2F)nc2ccccc21,-3.8%
CC(C)c1ccc(C2c3c(-c4ccccc4O)n[nH]c3C(=O)N2Cc2ccncc2)cc1 (centres undefined),2.4%
Cc1ccc2onc(CNC(=O)NCc3ccccc3)c2c1,-2.9%
CCCN1CCN(c2nnc(-n3cccc3C(=O)Nc3ccccc3C(F)(F)F)s2)CC1,0.7%
COc1ccc(CCN2C(=O)N(c3cccc(C)c3)C(=O)C2CC(=O)Nc2ccccc2)cc1OC (centres undefined),2.5%
CCCc1cc(=O)[nH]c(Nc2cc(C)cc(C)c2)n1,-1.9%
O=C(CSc1nc2ccccc2nc1Cc1ccc(Cl)cc1)Nc1ccc2c(c1)OCO2,16%
COc1ccccc1-c1nnc(SCC(=O)c2ccc(Cl)cc2)n1-c1ccccc1,-0.2%
COc1cc(O)ccc1C1CC(=O)Nc2c1c(=O)nc(SCc1ccccc1C)n2C (centres undefined),-3.2%
O=C(c1ccccc1Br)N(Cc1ccco1)Cc1ccco1,-0.2%
COc1cccc(CNC(=O)c2ccc3c(c2)c(C)c(C)n3Cc2ccccc2)c1,-2.7%
COc1ccc(-n2c(=O)c3sc4ccccc4c3n(CC(=O)N3CCCC3)c2=O)cc1,7.9%
COc1ccc(CCNC(=O)c2c(C)nn(-c3ccc(F)cc3)c2-n2cccc2)c(OC)c1OC,-1.5%
CC1CCN(S(=O)(=O)c2cn(CC(=O)Nc3cccc(C(F)(F)F)c3)c(=O)c3ccccc23)CC1,2.6%
O=C(Nc1ccccc1-c1nc2ccccc2s1)c1ccc(F)cc1,-1.1%
CCOc1ccc(NC(=O)c2cc3c(s2)-c2ccccc2OC3)cc1,2.7%
CCOCN(C(=O)Cn1c(CC(C)C)nc2ccccc21)c1c(C)cccc1CC,-0.1%
COc1ccc(N2CCN(CCCNC(=O)c3ccc4nc(N5CCCCC5)sc4c3)CC2)cc1,0.0%
Cc1cc(O)c(CN2CCN(c3ccc(F)cc3)CC2)c2oc(=O)cc(C)c12,-1.6%
CCN1CCN(CCCNC(=O)CS(=O)(=O)Cc2nc(-c3cccc(OC)c3)oc2C)CC1,-1.1%
CCOC(=O)c1c(NC(C)=O)c2c3c(sc2n1Cc1c(C)cc(C)cc1C)CCCC3,0.0%
O=C(CSc1nccn1Cc1ccco1)Nc1ccc(F)cc1,1.1%
CCC(C(=O)N(C)Cc1ccccc1)n1nc(C)c2sc3ccccc3c2c1=O (centres undefined),15%
CC(CNC(=O)Cc1ccc(NC(=O)N2CCSc3ncccc32)cc1)c1ccccc1 (centres undefined),-3.4%
Cc1cccc(C2NC(=O)c3c(sc4c3CCN(C)C4)N2)c1O (centres undefined),-1.6%
CCOC(=O)Cc1ccc(NC(=O)N2CCSc3ccccc32)cc1,0.0%
CCOc1ccccc1NC(=O)n1ncc2cc(Cl)ccc21,-3.4%
CCCc1cc(=O)[nH]c(Nc2ccc(C)c(O)c2)n1,-1.9%
O=C(Cn1ncc2c([nH]c3ccccc32)c1=O)Nc1cc(F)ccc1F,0.0%
O=C(NCc1ccc(Cl)cc1)C1CCN(c2nn3cc(-c4ccc(F)cc4)nc3s2)CC1,0.0%
CCc1ccc(-c2cn3c(n2)sc2cc(C(=O)NC4CCCCC4)ccc23)cc1,4.2%
CCOc1ccccc1CNS(=O)(=O)c1ccc(-c2cnc(C3CC3)o2)cc1,0.8%
Cc1ccc(Cl)cc1NC(=O)c1nnn(Cc2ccccc2)c1N,-1.1%
Cc1cc(-c2ccc(C)c(S(=O)(=O)Nc3cccc(C)n3)c2)on1,4.4%
Cc1ccc(C)c(CSc2cn(CCNC(=O)c3cccs3)c3ccccc23)c1,-0.2%
Cc1ccc(NC(=O)CSc2nnc(C)s2)c(C)c1,-0.8%
COc1ccc(-c2nc3ccccc3n3c(-c4ccc(OC)cc4)c4c(=O)n(C)c(=O)n(C)c4c23)cc1,-1.0%
CNC(=O)c1ccc(NC(=O)COc2ccc(-c3nn(C)c(=O)c4ccccc34)cc2)cc1,2.8%
CCN(Cc1ccccc1)C(=O)c1cc2ccc3cccnc3c2[nH]1,-1.3%
CCOC(=O)CCn1nc(C)c2c(C)n(-c3ccccc3)nc2c1=O,1.0%
O=C(NCCc1ccccc1)c1sc2ncccc2c1-n1cccc1,-1.7%
Cc1ncc(CO)c2c1Oc1nc(-c3ccc(F)cc3)nc(SCC(=O)N3CCCCC3)c1C2,7.2%
COC(=O)c1ccc(NC(=O)CSc2nc3ccc(OC)cc3[nH]2)cc1,-1.0%
CC1CCC(NC(=O)c2ccc3c(c2)N(Cc2ccccc2)C(=O)c2ccccc2S3=O)CC1 (centres undefined),-1.1%
O=C(Nc1cccc(Cl)c1)c1ccc2nc(Cc3ccccc3)oc2c1,0.0%
CC(=O)Nc1ccc(NC(=O)C2CCN(c3cnccn3)CC2)cc1,0.7%
Cc1ccc(OCC(=O)Nc2nnc(SCc3cc(=O)c4ccccc4[nH]3)s2)cc1C,-4.0%

# At a glance, part of the list above:
Structure,Epigenetic reg
CCOC(=O)Cc1ccc(NC(=O)N2CCSc3ccccc32)cc1,0.0%
CCOc1ccccc1NC(=O)n1ncc2cc(Cl)ccc21,-3.4%

# (cont.)
Structure,Epigenetic reg
CCOC(=O)c1cc(S(=O)(=O)Nc2cc(C)c(Cl)cc2OC)[nH]n1,5.1%
Cc1cccc(OCC(=O)OCc2cc(=O)n3nc(-c4cccs4)sc3n2)c1,0.8%
Cc1oc(-c2ccccc2Cl)nc1CS(=O)CC(=O)N1CCN(c2cccc(C(F)(F)F)c2)CC1 (centres undefined),-2.6%
Cc1ccc(CSCC(=O)N2CCN(c3ccccc3F)CC2)cc1,-2.4%
Cc1cccc(-n2c(=O)c3c(c4cc(C)ccc4n3C)n(CC(=O)NCC3CCCO3)c2=O)c1 (centres undefined),-1.6%
Cc1cccc(NC(=O)Cn2c(=O)n(CCC(=O)N3CCc4ccccc4C3)c(=O)c3ccccc32)c1,-0.9%
CSc1ccc(CCNC(=O)c2c(C)nn(-c3ccc(F)cc3)c2-n2cccc2)cc1,-1.1%
CCOC(=O)c1ccc(NC(=O)CSc2c(C(C)C)cnc3c2c(=O)n(C)c(=O)n3C)cc1,0.0%
Cc1ccc(-c2onc(C)c2C)cc1S(=O)(=O)N1CCN(c2ccccc2F)CC1,3.3%
CCOC(=O)c1cc(-c2ccccc2)n(-c2cccc(C(=O)Nc3cc(OC)cc(OC)c3)c2)c1C,-1.1%
CCN(CC)CCNC(=O)c1ccc2c(=O)n3nc(Nc4ccccc4)sc3nc2c1,-0.5%
CC1CCN(c2ncnc3c2c(-c2ccccc2)cn3-c2ccc(Br)cc2)CC1,3.5%
CCOC(=O)c1ccc(CN(Cc2ccc(F)cc2)S(=O)(=O)c2ccc(F)c(C(=O)Nc3ccccc3C(F)(F)F)c2)cc1,1.5%
O=C(C1COc2cc(S(=O)(=O)Nc3ccc(Cl)cc3)ccc2O1)N1CCCC1 (centres undefined),0.0%
CCS(=O)(=O)c1ccccc1C(=O)N1CCN(c2nc3ccccc3s2)CC1,2.8%
CCC(=O)N1c2ccccc2CC1C(=O)NCCc1ccccc1 (centres undefined),-4.0%
Cc1ccc(NC(=O)Cn2c(=O)oc3cc(S(=O)(=O)NCc4ccccc4)ccc32)cc1,0.8%
COc1ccc(CNC(=O)Cn2ncn3nc(-c4cccs4)cc3c2=O)cc1,6.3%
Cc1cccc(NC(=O)N2CC(=O)Nc3sc4c(c3C2c2ccccc2)CCCC4)c1C (centres undefined),2.8%
CC(C)n1c(=O)c2oc3ccccc3c2n(CC(=O)Nc2ccccc2Cl)c1=O,14%
COc1ccc(CNC(=O)c2ccc3nc(C(C)C)oc3c2)cc1OC,-1.7%
Cc1ccccc1-n1c(SCc2ccc(Cl)cc2)nc2[nH]ncc2c1=O,1.6%
CSc1ncc(C(=O)Nc2ccccc2C(F)(F)F)c(-c2ccccc2)n1,6.2%
COc1ccc(-c2nc(CNS(=O)(=O)c3ccc(C)cc3)cs2)cc1,-1.6%
COc1ccc(NC(=O)c2oc3ccccc3c2NC(=O)c2cc(=O)c3c(C)cc(C)cc3o2)cc1,-0.8%
CCCn1c(=O)n(-c2cc(Cl)c(OC)cc2OC)c(=O)c2c3c(sc21)CN(C(C)=O)CC3,2.4%
Cc1ccc(S(=O)(=O)NCCc2nnc3ccc(SCc4ccccc4F)nn23)cc1,6.1%
Cc1cc(C)cc(NC(=O)Cn2c(=O)n(CC(=O)NCCc3ccccc3)c(=O)c3ccccc32)c1,-0.8%
CCN1CCN(C(=O)Cn2ncc3c4ccccc4n(Cc4ccccc4F)c3c2=O)CC1,-4.5%
O=C(Cn1c(=O)n(-c2ccc(Cl)cc2)c(=O)c2sc3ccccc3c21)NC1CCCC1,2.6%

# Two records drawn at random from those above:
Structure,Epigenetic reg
CSc1ccc(CCNC(=O)c2c(C)nn(-c3ccc(F)cc3)c2-n2cccc2)cc1,-1.1%
CC1CCN(c2ncnc3c2c(-c2ccccc2)cn3-c2ccc(Br)cc2)CC1,3.5%

# Arranged by count of non-hydrogen atoms (largest number first): some entries from above
Structure,Epigenetic reg
CCOc1ccc(C(=O)c2cn(CC(=O)Nc3ccc(Cl)cc3)c3cc4c(cc3c2=O)OCCO4)cc1,2.4%
COc1cc(/C=C(\C#N)c2nc3ccccc3[nH]2)ccc1OCc1ccc(F)cc1,u
O=C(Nc1ccccc1-c1nc2ccccc2s1)c1ccc(F)cc1,-1.1%

# Other compounds follow:
Structure,Epigenetic reg
COc1ccc(N2CCN(CCCNC(=O)C3COc4ccccc4C3)CC2)cc1 (centres undefined),-1.7%
CCc1ccc(C(=O)NC(Cc2c[nH]c3ccccc23)C(=O)OCC(=O)c2ccc(Br)cc2)cc1 (centres undefined),-1.1%
C=Cc1ccc(Cn2c(C)c(CNCc3ccccc3C)c(C(=O)O)c2C)cc1,7.8%
CCOc1ccc(NC(=O)CN(C)S(=O)(=O)c2ccc3[nH]c4c(c3c2)CCCC4)cc1,-1.2%
Cn1nc(C(=O)NCCc2ccc(Cl)cc2)c2c1-c1ccccc1SC2,-5.1%
Clc1ccccc1CNc1nc2ccccc2c2nc(-c3cccnc3)nn12,0.0%
CCOc1ccc(-c2cc(C(=O)NCc3ccc(C)cc3)c3ccccc3n2)cc1,-0.1%
CCCCn1cc(S(=O)(=O)c2ccccc2)c(=O)c2cc(F)c(N3CCN(CCC)CC3)cc21,-1.2%
COC(=O)c1ccc(OCC2c3cc(OC)c(OC)cc3CCN2C(=O)Cc2ccccc2)cc1 (centres undefined),0.6%
CCCN1C(=O)c2[nH]nc(-c3ccccc3O)c2C1c1cccc(OCc2ccccc2)c1 (centres undefined),1.9%
Cc1cccc(NC(=O)CSc2nc(-c3cccs3)nc3cc(=O)[nH]n23)c1,-3.8%
CCc1ccc(C2CC(=O)Nc3c2c(C)nn3-c2nc(C)cc(C)n2)cc1 (centres undefined),-1.6%
CCOc1ccccc1CNC(=O)C1CCN(S(=O)(=O)c2ccc3[nH]c(=O)ccc3c2)CC1,1.1%
Cc1ccc2c(c1)N(C(=O)CCC(=O)NCc1cccc(F)c1)CC(C)O2 (centres undefined),-3.4%
CC(C)Oc1ccc(CNC(=O)c2cc3ccccn3n2)cc1,3.6%
Cc1cc(C)cc(NC(=O)c2ncn(-c3ccccc3)n2)c1,-0.2%
COc1cccc(NC(=O)Cn2c(=O)n(Cc3ccc(C(=O)NCc4ccc5c(c4)OCO5)cc3)c(=O)c3ccccc32)c1,-1.8%
COc1ccccc1CNC(=O)c1ccc2c(c1)N(Cc1cccc(Cl)c1)C(=O)c1ccccc1S2(=O)=O,-1.1%
COc1ccc(-c2cc(C(=O)NCCc3ccccc3)c3cc(C(C)C)ccc3n2)cc1,3.9%
O=C(CSc1ncc2c(n1)-c1ccccc1N(Cc1ccc(F)cc1)S2(=O)=O)c1ccc(Br)cc1,-0.9%
Cc1cccc(NC(=O)CSc2cn(CC(=O)N3CCC(C)CC3)c3ccccc23)c1C,-2.4%
CCOc1ccc(CNC(=O)C2CCN(C(=O)N3CC(CC)Oc4ccc(C)cc43)CC2)cc1OC (centres undefined),0.8%
